# EBI2 block = EBI2 receptor antagonists, beta-arrestin recruitment, primary screen, cell-based, luminescence, 7a,25-OHC stimulation, uHTS | G-protein coupled receptor 183 (Homo sapiens), P32249 | 7a,25-OHC stimulated | inhibition, % at 5 µM | hit rate 0.81% among 360,000 | AID 651636, 2012; in the data active = inhibition above about 38%;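 also: enzyme fragment complementation signal reports receptor beta-arrestin coupling in cells; 0% = agonist plus DMSO wells and 100% = wells without agonist; some results beyond the cut were filed as inactive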
# APOBEC3A inh = APOBEC3A ssDNA deaminase inhibitors, primary screen, selectivity assay for APOBEC3G inhibitor project, biochemical, FAM/TAMRA oligo cleavage fluorescence. recombinant A3A, FAM/TAMRA ssDNA deamination fluorescence. DNA dC->dU-editing enzyme APOBEC-3A (Homo sapiens), P31941. AID 493011, 2011. hit rate 0.41% among 330,000. inhibition, % at 20 µM;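 active = at least 40% inhibition at 20 µM here, with at most 30% in a related deaminase screen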;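 also: plate controls were A3A with DMSO for no effect and wells lacking A3A enzyme for full effect; some results filed as inactive read as strong as hits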
# Target sequence (P31941 whole entry, looked up): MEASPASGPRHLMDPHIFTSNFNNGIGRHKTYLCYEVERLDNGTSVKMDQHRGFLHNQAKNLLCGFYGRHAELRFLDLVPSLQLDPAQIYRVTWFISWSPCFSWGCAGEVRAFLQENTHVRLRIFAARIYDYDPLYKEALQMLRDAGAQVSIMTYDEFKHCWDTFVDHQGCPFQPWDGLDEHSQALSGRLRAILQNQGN
# GRIN3A LBD mod = binders of NR3A ligand-binding domain, primary screen, biophysical, differential scanning fluorimetry, uHTS; Glutamate receptor ionotropic, NMDA 3A (GRIN3A) ligand-binding domain; Tm shift relative to glycine control, % at 25 µM; hit rate 2.5% among 340,000; NR3A LBD differential scanning fluorimetry, Tm shift; 0% = protein alone, 100% = glycine-bound protein;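 active = melting temperature shift of at least 10% of the positive control shift, at one fixed dose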
# CCR6 antagonist = CCR6 receptor antagonists, primary screen, cell-based, CHO-K1, luminescence, beta-arrestin, uHTS. CHO-K1 CCR6 PathHunter beta-arrestin, CCL20-stimulated. hit rate 0.49% among 340,000. inhibition, % at 20 µM. C-C chemokine receptor type 6 (Homo sapiens), P51684;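 active = compounds whose inhibition of the agonist-driven luminescence signal at 20 µM reaches about 50%, limit read from the data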;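 also: cells stimulated with CCL20 at 14 nM final; plate controls were DMSO with CCL20 for no effect and DMSO without agonist for full effect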
# Target sequence (P51684 whole entry, looked up): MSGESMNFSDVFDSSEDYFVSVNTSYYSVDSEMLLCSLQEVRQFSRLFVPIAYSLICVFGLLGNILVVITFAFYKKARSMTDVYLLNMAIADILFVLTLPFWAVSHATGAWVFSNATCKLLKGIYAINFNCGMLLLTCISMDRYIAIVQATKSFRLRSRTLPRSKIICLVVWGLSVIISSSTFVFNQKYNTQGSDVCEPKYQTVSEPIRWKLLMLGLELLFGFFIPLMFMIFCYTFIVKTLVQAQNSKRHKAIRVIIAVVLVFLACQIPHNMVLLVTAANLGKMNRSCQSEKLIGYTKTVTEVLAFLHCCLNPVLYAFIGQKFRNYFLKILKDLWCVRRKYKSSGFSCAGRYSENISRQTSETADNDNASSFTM
# A3G deaminase = APOBEC3G DNA deaminase inhibitors, primary screen, biochemical, fluorescence, single-stranded DNA substrate, uHTS; DNA dC->dU-editing enzyme APOBEC-3G (Homo sapiens), Q9HC16; recombinant A3G, ssDNA deamination FAM/TAMRA fluorescence; inhibition, % at 20 µM; hit rate 0.28% among 330,000; AID 493012, 2011;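 active = inhibition of at least 40% at 20 µM, with no more than 30% in the related APOBEC3A deaminase screen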;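 also: plate controls were DMSO wells with A3G for no effect and wells lacking A3G enzyme for full effect; some compounds called inactive have numbers as strong as hits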
# Target sequence (Q9HC16 whole entry, looked up): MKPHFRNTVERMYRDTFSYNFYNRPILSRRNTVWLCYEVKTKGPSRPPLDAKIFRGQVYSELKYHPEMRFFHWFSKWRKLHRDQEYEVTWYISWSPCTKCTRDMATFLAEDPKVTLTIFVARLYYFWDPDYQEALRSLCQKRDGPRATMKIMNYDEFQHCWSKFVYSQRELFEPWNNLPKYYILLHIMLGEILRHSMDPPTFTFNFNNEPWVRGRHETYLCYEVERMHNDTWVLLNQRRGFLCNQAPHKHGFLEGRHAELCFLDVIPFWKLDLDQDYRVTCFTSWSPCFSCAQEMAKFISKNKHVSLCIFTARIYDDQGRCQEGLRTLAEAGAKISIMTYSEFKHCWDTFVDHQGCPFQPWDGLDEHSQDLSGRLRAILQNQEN
# Gli-Sufu antag = Gli-Sufu pathway antagonists, primary screen, luciferase luminescence, Sufu-KO-LIGHT cells, uHTS; hit rate 0.74% among 340,000; inhibition, % at 5 µM; AID 588413, 2011; Sufu-KO-LIGHT fibroblasts, Gli luciferase reporter luminescence;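 active = inhibition above about 55%, limit read from the data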;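 also: 0% = DMSO-treated cells and 100% = wells with medium but no cells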
# MPTP inh = mitochondrial permeability transition pore inhibitors, primary screen, biochemical, isolated mouse mitochondria, absorbance. hit rate 1.4% among 360,000. inhibition, % at 10 µM. Ca2+ swelling absorbance, 30 min. AID 602449, 2012;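 active = inhibition of 50% or more, scaled per plate between neutral and stimulator controls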;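 also: 0% = DMSO wells given calcium and 100% = 1 mM EGTA wells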
# CXCR6 block = CXCR6 receptor inhibitors, primary screen, cell-based, beta-arrestin, luminescence, CHO-K1 PathHunter, 1536-well; inhibition, % at 20 µM; C-X-C chemokine receptor type 6 (Homo sapiens), O00574; hit rate 0.36% among 360,000; in the data active = inhibition above about 34%, passing the limit was not always enough;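 also: antagonist mode with CXCL16 agonist at 10 nM final; 0% = 10 nM CXCL16 with DMSO and 100% = unstimulated wells without agonist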
# * marks the source's active call; other numbers are inactive results; nt = not tested or not shown; & = joins results of further samples.
SMILES,EBI2 block,APOBEC3A inh,GRIN3A LBD mod,CCR6 antagonist,A3G deaminase,Gli-Sufu antag,MPTP inh,CXCR6 block
CCCNC(=O)CCc1c(C)nc2c(c(C)nn2-c2ccccc2)c1C,-1,1,-3,0,-6,3,2.8,5
Cc1cc(OC(C)C(=O)NCC(O)c2ccccc2)c2c(C)c(C)c(=O)oc2c1 (stereo not given),-6,6,-1,8,23,-7,-0.7,-8
O=C(/C=C/c1ccccc1Cl)NCc1cccs1,14,-1,-7,12,-8,-50,-2.8,-4
CN1CCN(C(=O)C2=C[C@H](C(C)(C)C)C[C@H](OCCCCO)O2)CC1,-7,-4,0,2,-7,-9,-0.7,-13
COc1cccc(NC(=O)c2c(C)nn(-c3ccccc3)c2Cl)c1,5,-6,-1,9,-4,-28,0.4,-4
COc1ccc(N2CCN(C(=O)c3cc4c(-c5ccc(Cl)cc5)nn(C)c4s3)CC2)cc1,16,-2,-1,0,-6,-6,1.7,-1
COc1ccc(CNC(=O)c2cc(C3CC3)nc3c2cnn3C(C)C)cc1,-1,0,-3,2,-8,5,0.1,-8
Cc1ccc(NC(=O)N2CCCC(c3nc(-c4ccc(F)cc4)no3)C2)cc1 (stereo not given),3,8,-3,7,1,8,5.2,-7
Cc1csc(-c2cnn(-c3ccccc3)c2NC(=O)c2cccc(F)c2)n1,10,-1,1,-9,13,2,3.7,6
COc1ccc(Cc2nnc(N)s2)cc1OC,-4,1,-2,5,1,-5,-1.4,7
Cc1ccccc1C(=O)Nc1c(C(=O)N2CCCC2)cnn1-c1ccccc1,3,4,-1,-4,2,-4,0.1,-2
COc1ccc(CCNC(=O)COc2ccc(N(C)S(=O)(=O)c3ccc(Cl)cc3)cc2)cc1,63*,nt,-2,7,nt,1,0.0,9
CCN1CCN(CC(=O)Nc2ccc3c(c2)OCO3)C(=O)C1=O,-5,2,1,2,-4,1,-3.0,-7
N#Cc1ccsc1NC(=O)CCN1C(=O)C2CCCCC2C1=O (stereo not given),7,-3,1,5,-7,-2,-2.1,0
COc1cc(C)ccc1OCc1cc(C(=O)N(C)CCCN2CCOCC2)no1,-9,-3,0,17,-5,-31,-0.8,-9
O=C(Cc1cccc([N+](=O)[O-])c1)Nc1cccc(C(=O)N2CCOCC2)c1,-2,-3,1,-5,-7,-11,0.2,4
CCCC/C(C)=N/NC(=O)C(=O)NCCc1ccccc1,-8,-2,-6,1,-5,-3,-0.5,-3
O=C(CCc1nnc(-c2ccccc2)o1)NC1CCCCC1,-5,-2,-1,-4,-7,5,0.5,-17
CCCCn1nnnc1SCC(=O)NCc1ccco1,-5,1,1,3,0,0,-3.1,-6
CC(C)CC(=O)Nc1ccc(N2CCN(C(=O)c3cccs3)CC2)cc1,2,0,-2,1,-3,4,-0.8,6
COc1ccc(C(=O)N2CCCC(CCC(=O)NCc3ccccc3F)C2)c(OC)n1 (stereo not given),0,-5,-2,6,-9,-11,-0.6,3
C=C(C)CSc1nnc(-c2cccc(Cl)c2)n1N,-7,-4,-1,-1,-10,-33,1.4,-3
Cc1ccc(-n2[nH]c(C)c(/C=N/NC(=O)c3ccc(O)cc3O)c2=O)cc1,-5,-5,13*,5,-8,-10,0.5,-3
COc1ccc(Oc2coc3cc(OC(=O)/C=C/c4ccc(F)cc4)ccc3c2=O)cc1,2,-1,-6,-4,-7,7,0.0,-1
CCc1cc(=O)oc2c(C)c(OCC(=O)N3CCC[C@@H]3C(=O)O)ccc12,-4,-2,0,8,0,0,-0.6,-2
O=C(NNC(=O)C1CCN(Cc2ccccc2)CC1)c1cccs1,-9,-1,0,-8,-8,4,-1.2,-1
COc1cccc(OCCNS(=O)(=O)c2cccc([N+](=O)[O-])c2)c1,-2,1,-1,-2,-1,0,-0.9,-16
O=C(Nc1ccc(F)cc1)c1cc(S(=O)(=O)N2CCCCC2)ccc1F,-6,-5,4,13,0,-6,-1.8,4
CC(NC(=O)Nc1ccccn1)N1C(=O)C2C3C=CC(C3)C2C1=O (stereo not given),-5,2,-3,-4,9,-3,-2.3,-14
CCc1ccc(NC(=O)CN(C(=O)N2CCN(CC)CC2)S(=O)(=O)c2ccc(C)cc2)cc1,4,-3,-2,1,-10,0,-0.7,0

# Nothing new here: an excerpt of the list.
SMILES,EBI2 block,APOBEC3A inh,GRIN3A LBD mod,CCR6 antagonist,A3G deaminase,Gli-Sufu antag,MPTP inh,CXCR6 block
COc1ccc(N2CCN(C(=O)c3cc4c(-c5ccc(Cl)cc5)nn(C)c4s3)CC2)cc1,16,-2,-1,0,-6,-6,1.7,-1
COc1ccc(CNC(=O)c2cc(C3CC3)nc3c2cnn3C(C)C)cc1,-1,0,-3,2,-8,5,0.1,-8
Cc1ccc(NC(=O)N2CCCC(c3nc(-c4ccc(F)cc4)no3)C2)cc1 (stereo not given),3,8,-3,7,1,8,5.2,-7
Cc1csc(-c2cnn(-c3ccccc3)c2NC(=O)c2cccc(F)c2)n1,10,-1,1,-9,13,2,3.7,6
COc1ccc(Cc2nnc(N)s2)cc1OC,-4,1,-2,5,1,-5,-1.4,7
Cc1ccccc1C(=O)Nc1c(C(=O)N2CCCC2)cnn1-c1ccccc1,3,4,-1,-4,2,-4,0.1,-2
COc1ccc(CCNC(=O)COc2ccc(N(C)S(=O)(=O)c3ccc(Cl)cc3)cc2)cc1,63*,nt,-2,7,nt,1,0.0,9
CCN1CCN(CC(=O)Nc2ccc3c(c2)OCO3)C(=O)C1=O,-5,2,1,2,-4,1,-3.0,-7
N#Cc1ccsc1NC(=O)CCN1C(=O)C2CCCCC2C1=O (stereo not given),7,-3,1,5,-7,-2,-2.1,0
COc1cc(C)ccc1OCc1cc(C(=O)N(C)CCCN2CCOCC2)no1,-9,-3,0,17,-5,-31,-0.8,-9
O=C(Cc1cccc([N+](=O)[O-])c1)Nc1cccc(C(=O)N2CCOCC2)c1,-2,-3,1,-5,-7,-11,0.2,4
CCCC/C(C)=N/NC(=O)C(=O)NCCc1ccccc1,-8,-2,-6,1,-5,-3,-0.5,-3
O=C(CCc1nnc(-c2ccccc2)o1)NC1CCCCC1,-5,-2,-1,-4,-7,5,0.5,-17
CCCCn1nnnc1SCC(=O)NCc1ccco1,-5,1,1,3,0,0,-3.1,-6

# The list goes on.
SMILES,EBI2 block,APOBEC3A inh,GRIN3A LBD mod,CCR6 antagonist,A3G deaminase,Gli-Sufu antag,MPTP inh,CXCR6 block
COC(=O)Nc1c(-c2ccccc2)nc2ccccn12,7,1,2,1,-5,3,-2.5,9
COC(=O)c1cc2occc2n1Cc1cccc(C)c1,5,2,-1,14,3,-6,2.2,-2
CS(=O)(=O)N1CCN(c2ccc([N+](=O)[O-])c(NCc3ccccc3)c2)CC1,8,-4,-1,13,-1,-9,-1.9,4
Cc1ccc(NC(=O)Nc2sc(=S)n(C)c2C)cc1,-8,-2,12*,16,1,-10,0.3,14
Cc1ccc(S(=O)(=O)CCC(=O)OCC(=O)NC(=O)c2ccccc2)cc1,-5,3,1,7,-4,-4,-0.4,-4
CN(C(=O)COC(=O)c1cc([N+](=O)[O-])ccc1Sc1ccccc1)C1CCS(=O)(=O)C1 (stereo not given),-8,-1,-1,2,-5,8,0.6,9
CC(=O)c1ccc(S(=O)(=O)NC2CC(=O)N(c3ccc(Cl)cc3)C2)cc1 (stereo not given),4,1,2,0,3,5,-0.3,-7
OCC(CO)(CO)n1cnnn1,-2,4,4,6,2,-6,-1.4,0
COc1cccc(NC(=O)c2ccc3snnc3c2)c1,-2,4,-1,-20,3,4,-4.1,-1
O=C(NCc1cccc(Cl)c1)c1cccc(OC2CCN(C(=O)C3CC3)CC2)c1,8,-1,0,15,-9,12,-1.9,-4
Cc1ccc(-n2c(Cc3noc4ccccc34)n[nH]c2=S)cc1,-1,2,-1,-14,26,-12,1.4,-6
COc1cc(C)c(NC(=S)Nc2ccc(Cl)c(Cl)c2)cc1OC,-11,-6,1,14,-10,-1,100*,0
COCCOC(=O)c1c(C)oc2ccc(OCc3ccccc3)cc12,2,-5,0,19,-8,-9,1.0,1
CNCc1c(OCc2ccccc2)ccc2ccccc12,0,-5,0,10,-9,29,12,-9
CC(NS(=O)(=O)c1ccc(OCC(=O)Nc2cccc([N+](=O)[O-])c2)cc1)c1ccccc1 (stereo not given),9,nt,19*,10,nt,-13,20,-11
N#Cc1cc([N+](=O)[O-])ccc1N1CCCC1,-5,-1,3,6,-2,0,0.5,0
N=c1n(CCN2CCCC2)c2ccccc2n1CC(O)c1ccco1 (stereo not given),-4,-2,1,16,-4,8,-2.7,-3
CN(C)CCN(C(=O)c1ccc(S(=O)(=O)N2CCc3ccccc32)cc1)c1nc2ccc(F)cc2s1,9,1,-1,4,-4,-11,0.3,-11
Nc1ccn([C@H]2C[C@H](O)[C@@H](CO)O2)c(=O)n1,-7&-4,4&-2,-2&1,-3&-6,-7&-7,-4&24,-0.6&1.5,0&2
CCOC(=O)C1=C(C)NC2=C(C(=O)CC(C)(C)C2)C1c1ccsc1 (stereo not given),-1,-2,0,28,5,4,2.2,6
CCC1=NN2C(=N)/C(=C\c3ccc(OCCOc4ccc(NC(C)=O)cc4)c(OC)c3)C(=O)N=C2S1,-1,0,-8,12,9,10,-0.5,-1
CCOc1ccc(CCNC(=O)CSc2nnnn2C)cc1OCC,-7,-1,-3,0,-6,14,-1.5,2
O=C(COC(=O)/C=C/c1ccc(F)cc1)NCc1ccco1,-1,-1,0,-3,-5,-18,-0.4,4
Brc1ccc(CNc2cc3c(cc2Br)OCCO3)cc1,0,-2,-7,10,-5,3,5.2,1
Cc1cc(NC(=O)C2CCCN2C(=O)Nc2c(C)cccc2C)ccc1-n1cnnn1 (stereo not given),-11,-5,0,4,-1,16,-4.6,3
CN(C)NC(=S)Nc1ccc(Cl)cc1,-14,-5,3,6,-1,2,3.0,4
O=c1c2nccnc2[nH]c(=S)n1Cc1ccccc1Cl,2,-7,0,18,-6,-5,2.2,11
COc1ccc(CCN2CC(C(=O)NCc3c(C)n[nH]c3C)CCC2=O)cc1 (stereo not given),-2,1,2,10,-3,15,-0.5,4
COCc1cc(=O)[nH]c(SCC(=O)c2ccccc2)n1,-3,8,1,12,13,6,-1.2,4
O=C(O)[C@@H]1CSC2c3ccccc3C(=O)N21 (stereo not given in full),-7,-2,0,10,-1,0,0.0,5
CC(=O)Nc1ccc(SC[C@H](Cc2ccccc2)N2CCN(CC(C)C)CCC2=O)cc1,2,10,0,12,-7,34,0.4,-4
Cc1ccccc1NC(=O)NC1CCS(=O)(=O)C1 (stereo not given),-5,-4,0,7,-6,-15,-0.2,-3
O=C(c1ccccc1NS(=O)(=O)c1cccc([N+](=O)[O-])c1)N1CCCC1,-4,-4,-1,7,-10,-3,-1.1,3
COc1ccc(NC(=O)COc2coc(CN3c4ccccc4CC3C)cc2=O)cc1 (stereo not given),-2,0,0,5,-2,3,-1.0,-6

# Screening data as filed in PubChem BioAssay.
